# Compound activity from PubChem.
# PME-1 primary: PME-1 inhibitors via competitive probe labeling, primary screen, biochemical, fluorescence polarization, FP-Rh probe, HTS; inhibition, % at 5.9 µM; recombinant PME-1; 320,000 compounds, 0.53% hits;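 active = inhibition above the campaign mean of all compounds plus 3 SD, cut at about 26% in these data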;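 note: competitive labeling of PME-1 active site by serine hydrolase directed probe; 0% = PME-1 with DMSO and 100% = wells lacking PME-1 enzyme; inhibitors block probe labeling so polarization falls and inhibition rises; many of its hits are not listed in these tables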
# GLD-1 TGE inh: GLD-1/TGE RNA complex disruptors, primary screen, biochemical, fluorescence polarization; Female germline-specific tumor suppressor gld-1 (Caenorhabditis elegans), Q17339; purified GLD-1 + fluorescein TGE RNA; inhibition, % at 5.96 µM; 320,000 compounds, 0.44% hits;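 active = percent inhibition above a per-plate cutoff, the plate mean of test compounds plus 3 SD, cut at about 30% in these data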;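 note: 0% = DMSO wells with GLD-1 and probe and 100% = wells lacking GLD-1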
# Target sequence (Q17339 whole entry, looked up): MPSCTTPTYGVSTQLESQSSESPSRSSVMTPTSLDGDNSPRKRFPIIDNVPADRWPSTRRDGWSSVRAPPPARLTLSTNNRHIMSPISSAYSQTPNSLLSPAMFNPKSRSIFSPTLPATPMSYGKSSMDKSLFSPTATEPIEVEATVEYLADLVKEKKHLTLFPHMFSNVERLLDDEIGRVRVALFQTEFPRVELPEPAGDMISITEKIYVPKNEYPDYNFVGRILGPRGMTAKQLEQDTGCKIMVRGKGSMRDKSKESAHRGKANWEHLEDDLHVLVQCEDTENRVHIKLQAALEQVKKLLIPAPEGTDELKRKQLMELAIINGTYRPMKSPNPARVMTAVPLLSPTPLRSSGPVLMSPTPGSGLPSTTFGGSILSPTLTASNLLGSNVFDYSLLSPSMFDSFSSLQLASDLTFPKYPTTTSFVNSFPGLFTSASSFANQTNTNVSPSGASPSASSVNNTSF
# PAD4 inh: human PAD4 inhibitors, primary screen, biochemical, fluorescence polarization, 1536-well format; Protein-arginine deiminase type-4 (Homo sapiens), Q9UM07; recombinant PAD4, RCA probe fluorescence polarization; AID 485272, 2010; 330,000 compounds, 0.41% hits; inhibition, % at 6.36 µM;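 active = percent inhibition above a cutoff equal to the mean of all tested compounds plus 3 SD, cut at about 15% in these data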;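 note: 0% = PAD4 with RCA probe and DMSO and 100% = probe without PAD4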
# Fam108B counter: mouse Fam108B serine hydrolase inhibitors, primary screen, counter-screen for RBBP9 inhibitor project, biochemical, fluorescence polarization. recombinant Fam108B, FP-Rh probe fluorescence polarization. inhibition, % at 9.51 µM. 300,000 compounds, 0.33% hits. AID 1947, 2009;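 active = inhibition above the screen mean inhibition plus 3 SD, computed separately per campaign, cut at about 18% in these data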;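 note: inhibitors lower polarization as less probe binds the enzyme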
# MEX-5 binding: MEX-5 zinc finger RNA-binding disruptors – biochemical, C. elegans, fluorescence polarization, MLPCN library, primary screen; Zinc finger protein mex-5 (Caenorhabditis elegans), Q9XUB2; MEX-5/FITC-TCR2 RNA binding; hits give low values; activity score (negative = inhibition of binding), % at 10 µM; 300,000 compounds, 0.38% hits; AID 1832, 2009;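 active = inhibition past about -25% in most replicates, and total fluorescence under double the plate's negative control median, limit read from the data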;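 note: 0% = DMSO and -100% = 5 µM competing unlabeled TCR2 RNA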
# MCL1-BIM inh: inhibitors of MCL1 binding to BIM-BH3, primary screen, biochemical, fluorescence polarization. Induced myeloid leukemia cell differentiation protein Mcl-1 (Homo sapiens), Q07820. GST-MCL1 / FITC-Bim-BH3 fluorescence polarization. inhibition, % at 10.9 µM. 320,000 compounds, 0.68% hits. AID 2057, 2009;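 active = inhibition above the mean inhibition of all tested compounds plus 3 SD, set per campaign, cut at about 40% in these data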;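 note: 0% = DMSO wells and 100% = unlabeled Bim-BH3 peptide control; higher means more loss of mP so more displacement of Bim peptide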
# BCLXL inh: inhibitors of human Bcl-xL, primary screen, biochemical, fluorescence polarization, HTS; Bcl-2-like protein 1 (Homo sapiens), Q07817; GST-Bcl-xL / FITC-Bim BH3 peptide fluorescence polarization; inhibition, % at 10.9 µM; 320,000 compounds, 0.7% hits;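 active = inhibition above the mean of all tested compounds plus 3 SD, cutoff set per campaign, cut at about 30% in these data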;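 note: 0% = DMSO wells and 100% = unlabeled Bim-BH3 peptide competitor; inhibitors lower millipolarization by displacing the labeled peptide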
# Target sequence (Q07817 whole entry, looked up): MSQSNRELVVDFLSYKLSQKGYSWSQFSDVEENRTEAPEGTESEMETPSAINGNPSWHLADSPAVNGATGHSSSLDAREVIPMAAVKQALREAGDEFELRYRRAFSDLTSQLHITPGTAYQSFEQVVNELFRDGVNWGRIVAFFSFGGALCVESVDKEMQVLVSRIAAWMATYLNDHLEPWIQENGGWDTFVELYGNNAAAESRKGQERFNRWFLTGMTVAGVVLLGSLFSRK
# TPT1 inh: Candida albicans TPT1 enzyme inhibitors, primary screen, biochemical, fluorescence polarization | tRNA 2'-phosphotransferase TPT1 (Candida albicans SC5314) | recombinant caTPT1, FP RNA substrate dephosphorylation | inhibition, % at 5 µM | 300,000 compounds, 0.81% hits;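 active = inhibition above the mean of all tested compounds plus 3 SD, set per screening campaign, cut at about 24% in these data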;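 note: plate controls were DMSO alone for no effect and ferristatin control at 100 nM for full effect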
# GSTO1 counter: inhibitors of recombinant GSTO1, primary screen, counter-screen for RBBP9 inhibitor project, biochemical, fluorescence polarization. Glutathione S-transferase omega-1 (Homo sapiens), P78417. activity-based probe fluorescence polarization. inhibition, % at 5.96 µM. 300,000 compounds, 1.1% hits. AID 1974, 2009;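 active = inhibition above the campaign mean inhibition plus 3 SD, cut at about 35% in these data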;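 note: 0% = GSTO1-1 with DMSO and 100% = wells lacking GSTO1-1 enzyme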
# Target sequence (P78417 whole entry, looked up): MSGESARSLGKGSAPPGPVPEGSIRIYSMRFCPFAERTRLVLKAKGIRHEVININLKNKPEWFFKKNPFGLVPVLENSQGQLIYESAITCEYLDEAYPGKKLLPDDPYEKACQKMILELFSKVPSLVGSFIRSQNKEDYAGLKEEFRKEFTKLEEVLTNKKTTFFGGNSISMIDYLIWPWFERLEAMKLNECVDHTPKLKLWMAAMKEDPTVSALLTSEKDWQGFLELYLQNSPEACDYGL
# Starred values were filed as active, the others as inactive; x = not tested or not shown. Only part of the results is shown; the hit share may differ from the screen's.
SMILES,PME-1 primary,GLD-1 TGE inh,PAD4 inh,Fam108B counter,MEX-5 binding,MCL1-BIM inh,BCLXL inh,TPT1 inh,GSTO1 counter
Cc1ccc2cc(CN(CC3CCCO3)S(=O)(=O)c3ccccc3)c3nnnn3c2c1 (stereo not drawn),6,-1,-1,5,5.3,-3,-1,1,4
Cc1cc(C)nc(NS(=O)(=O)c2ccc(N3Cc4ccccc4C3=O)cc2)n1,0,6,0,7,0.5,11,5,-1,-5
CC1CCN(CC(O)COc2ccc(F)cc2)CC1 (stereo not drawn),-3,5,7,-1,5.1,4,0,-4,4
COc1cccc2c1Oc1ncccc1N(C(=O)CCC(=O)NCc1ccc(F)cc1)C2,-4,-4,-1,2,0.7,-1,0,-3,0
Cc1c(Cc2ccccc2)c(=O)oc2cc(OCC(=O)c3ccccc3)ccc12,-10,-1,1,1,3.2,14,9,0,-5
C/C(=N\NC(=O)c1ccc(Cn2cc([N+](=O)[O-])cn2)o1)c1cccc(NC(=O)C(C)C)c1,-2,4,0,1,-0.5,4,3,-1,0
CCn1cc(C(=O)N2CCOCC2)c(=O)c2cc(S(=O)(=O)N(C)C)ccc21,1,12,-1,0,3.9,2,2,-2,3
Cc1ccc(NC(=O)CCNC(=O)c2ccc([N+](=O)[O-])cc2)cc1S(=O)(=O)N1CCOCC1,-3,6,2,x,x,-14,-10,x,x
O=C(NC(CSSCC(NC(=O)c1ccccc1)C(=O)O)C(=O)O)c1ccccc1 (stereo not drawn),-2,3,5,-2,3.6,3,7,-5,-5
COc1ccccc1OCC(=O)NNC(=O)Nc1ccc(Cl)cc1,-1,0,-2,2,0.1,-5,-3,7,1
N=C(N)SCC1=CCS(=O)(=O)C1,2,2,3,-4,-0.3,14,1,2,-8
O=C(COC(=O)c1ccc(Cl)c(S(=O)(=O)N2CCCCC2)c1)NCC1CCCO1 (stereo not drawn),3,1,-3,-3,-1.4,10,9,0,-2
N/C(=N\S(=O)(=O)c1cc(C(F)(F)F)cc(C(F)(F)F)c1)c1ccc(Cl)cc1,-6,11,3,-4,x,3,2,0,-4
CC1=CC(=O)C=C(C)C1=NOc1ccccc1[N+](=O)[O-],-1,5,-3,4,-2.0,21,14,1,5
COc1cc(OC)cc(C(=O)NCc2nc(-c3ccccc3)no2)c1,-9,-1,-2,-3,0.5,-4,-2,2,2
COc1ccc(-c2nnc(SCC(=O)Nc3cc(C)on3)o2)cc1,-5,6,-4,-6,0.8,6,0,0,-8
COc1ccccc1CNS(=O)(=O)c1c(C(=O)N2CCCC2)c(C)n(C)c1C,0,5,2,2,-4.6,-12,-4,4,-11
O=C(Nc1cccnc1)c1cc(F)cc(F)c1,-3,1,3,-1,2.2,1,1,-4,1
O=C(CSc1nc(-c2ccco2)cc(C(F)(F)F)n1)Nc1ccc2c(c1)CCC2,7,8,-3,0,-0.8,-2,2,3,-3
Cc1cccc(OCCNS(=O)(=O)c2ccc(Cl)cc2)c1,-3,8,1,x,x,3,3,x,x
COc1cc(O)c(C(CCN2CCOCC2)c2cc(OC)c(OC)c(OC)c2)c(OC)c1 (stereo not drawn),-1,8,-5,-2,-2.0,0,2,-1,-10
C/C=C/C(=O)OCC(=O)Nc1cc(OC)c([N+](=O)[O-])cc1C,-1,-2,-5,2,3.2,-1,1,2,1
COc1cccc(-n2nc(-c3ccnn3-c3ccccc3)c(=O)n(C)c2=O)c1,3,5,1,9,-2.1,1,1,-1,-1
Cc1ccc(CCN2C(=O)CCC2(C)C(=O)NCc2cccnc2)cc1 (stereo not drawn),3,8,-3,-3,1.3,-2,0,1,7
COc1cc(C=O)cc(Cl)c1OC(=O)N1CCOCC1,-3,-4,1,2,0.9,-2,-2,-1,4

# Continued; the last two above are carried over.
SMILES,PME-1 primary,GLD-1 TGE inh,PAD4 inh,Fam108B counter,MEX-5 binding,MCL1-BIM inh,BCLXL inh,TPT1 inh,GSTO1 counter
Cc1ccc(CCN2C(=O)CCC2(C)C(=O)NCc2cccnc2)cc1 (stereo not drawn),3,8,-3,-3,1.3,-2,0,1,7
COc1cc(C=O)cc(Cl)c1OC(=O)N1CCOCC1,-3,-4,1,2,0.9,-2,-2,-1,4
Nc1nnc(SCC(=O)Nc2ccc(N3CCOCC3)c(Cl)c2)s1,3,-6,-3,-4,-0.9,2,-1,2,0
COc1ccc(N(CC(=O)Nc2cc(OC)ccc2OC)S(C)(=O)=O)cc1,-1,-1,2,3,1.7,8,3,4,5
CC(C)CCNC(=O)C1CC(c2ccccc2[N+](=O)[O-])=NO1 (stereo not drawn),-3,9,-4,-6,0.8,8,8,-1,-2
O=C(COc1ccc(S(=O)(=O)N2CCCC2)cc1)Nc1ccc2c(c1)OCCO2,-4,8,-1,-7,-8.1,1,1,3,3
COc1ccc(S(=O)(=O)Nc2cccc(N(C)S(C)(=O)=O)c2)cc1C,2,-2,-3,2,3.3,3,0,-1,-1
CCOc1nc(Nc2ccc(OC)c(Cl)c2)nc(N2CCN(c3ccc(OC)cc3)CC2)n1,14,-5,3,-2,1.9,0,-1,-1,3
Cc1ccc(-n2c(C3CC3c3ccc(Cl)cc3)n[nH]c2=S)cc1 (stereo not drawn),1,-1,-7,2,1.5,-7,-6,-3,5
COc1ccccc1NC(=S)NC(=O)c1ccc(-c2ccc(Cl)cc2)o1,-6,-8,-2,0,2.7,7,8,-3,6
COc1cc(CC(NC(C)=O)C(=O)NC2CCN(S(=O)(=O)c3ccc(NC(C)=O)cc3)CC2)cc(OC)c1 (stereo not drawn),-3,3,-1,-5,-0.7,4,3,0,8
O=C(N/N=C/c1cccc(F)c1)NC1CCCCC1,-3,9,-6,0,0.8,10,5,-5,3
CCN(CC)Cc1c(C(=O)N/N=C/c2cccc(OCc3ccc(F)cc3)c2)nnn1-c1nonc1N,-12,-1,-5,-26,0.9,3,3,-1,-10
OCCN1CCN(CC(O)C(F)(F)F)CC1 (stereo not drawn),-6,3,0,4,4.1,-1,5,-2,3
CC(NC(=O)c1cccc(S(=O)(=O)N2CCc3ccccc3C2)c1)c1ccco1 (stereo not drawn),-5,2,-3,x,x,2,1,x,x
COc1ccccc1NC(=O)CSc1nc2ccccc2cc1Cc1ccccc1,-8,1,-1,-2,-3.1,-7,-10,3,-2
CCC1(c2ccccc2)NC(=O)N(CC(=O)Nc2cc(Cl)ccc2N2CCOCC2)C1=O (stereo not drawn),-5,0,-6,-1,1.3,-22,-15,1,-6
O=C(NC1CCCCC1)c1sc(N2CCOCC2)nc1-c1ccccc1,-1,-3,-2,0,1.0,3,3,-1,-3
O=C(N/N=C/c1ccc([N+](=O)[O-])o1)c1cc(-c2cccc(Br)c2)nc2ccccc12,9,-2,-2,9,-3.1,16,8,1,-4
O=C(/C=C/c1cccs1)c1ccc(N2CCOCC2)cc1,3,1,-2,0,-0.4,4,4,-1,7
Cc1ccc(C)c(-n2c(CNC(=O)c3ccco3)nnc2SCC(=O)N2CCc3ccccc32)c1,-4,0,-5,-5,-2.5,0,-1,-1,2
Cn1cc(CN2CCC(Oc3ccc(C(=O)N4CCCCC4)cc3)CC2)cn1,2,8,-2,3,0.1,-5,-1,5,2
O=C(CN1CCC(C(=O)c2cccc(F)c2)CC1)NCc1cccs1,3,1,-1,-4,0.0,3,1,3,7
CCn1c(=O)c2c(nc3n2CC(C)CN3CCc2ccccc2)n(C)c1=O (stereo not drawn),3,8,-3,-1,0.8,2,4,-1,0
Cc1ccc(S(C)(=O)=O)cc1C(=O)Nc1cccc(S(=O)(=O)N2CCCCCC2)c1,-4,6,3,x,x,3,-2,x,x
CCC1=Nc2cc(C(=O)NCCN3CCCC3)ccc2Sc2ccc(C)cc21,-8,-6,2,-1,1.2,11,6,-1,1
COc1cccc(NC(=O)CSc2nncn2-c2ccccn2)c1,1,4,-1,3,0.0,1,2,3,0

# Complete entries from above. Values in the order: PME-1 primary	GLD-1 TGE inh	PAD4 inh	Fam108B counter	MEX-5 binding	MCL1-BIM inh	BCLXL inh	TPT1 inh	GSTO1 counter
# Entry for O=C(N/N=C/c1cccc(F)c1)NC1CCCCC1 → -3	9	-6	0	0.8	10	5	-5	3
# Entry for Cc1cccc(OCCNS(=O)(=O)c2ccc(Cl)cc2)c1 → -3	8	1	x	x	3	3	x	x
# Entry for COc1ccc(-c2nnc(SCC(=O)Nc3cc(C)on3)o2)cc1 → -5	6	-4	-6	0.8	6	0	0	-8
# Entry for O=C(CSc1nc(-c2ccco2)cc(C(F)(F)F)n1)Nc1ccc2c(c1)CCC2 → 7	8	-3	0	-0.8	-2	2	3	-3

# Following part.
SMILES,PME-1 primary,GLD-1 TGE inh,PAD4 inh,Fam108B counter,MEX-5 binding,MCL1-BIM inh,BCLXL inh,TPT1 inh,GSTO1 counter
O=C(O)c1ccc2c(c1)-c1nc3ccccc3n1C2=O,3,4,-4,2,0.8,6,0,3,0
CCOC(=O)c1c(NC(=O)CCC(=O)O)sc2c1CC(C)(C)OC2,-4,-10,-4,-4,2.7,-10,-2,4,-4
CCOC(=O)c1cc2c(=O)[nH]ccc2nc1C(F)(F)F,-3,-1,-2,2,-1.1,1,-2,4,2
COc1ccc(C(CNC(=O)C(=O)Nc2ccc3c(c2)OCO3)N2CCN(C)CC2)cc1 (stereo not drawn),0,6,-3,0,1.4,0,1,2,3
CCC(C)NC(=S)Nc1ccc2nc(N3CCN(CC)CC3)cc(C)c2c1 (stereo not drawn),6,7,-4,-1,-2.0,2,8,-10,3
O=C(Nc1ccccn1)C12CC3CC(C1)CC(C(=O)Nc1ccccn1)(C3)C2,2,-3,0,-2,0.6,7,5,0,1
O=C1CCNc2c(Cl)cccc21,1,7,2,0,-0.6,5,4,4,10
O=C(O)CCCn1cc(NC(=O)COc2ccc([N+](=O)[O-])cc2)cn1,-5,11,5,-1,2.6,5,8,-7,-3
COc1ccc(/C=C/C(=O)OCC(=O)NCCC2=CCCCC2)cc1,6,0,0,0,-0.9,5,5,-2,3
O=C1NC[C@@H](Cc2ccc(O)cc2)N(CCc2cccc3ccccc23)C1=O,-3,8,0,-2,-2.2,9,8,1,7
O=c1[nH]c(/C=C/c2ccc(Cl)cc2Cl)c([N+](=O)[O-])c(=O)[nH]1,7,7,2,-4,-0.8,7,3,-3,-5
COc1ccc(C2/C=C\CN(C(=O)C3CC3)CC(=O)N2Cc2ccc(F)cc2)cc1 (stereo not drawn),2,1,5,4,0.0,-4,2,-2,6
CC(=O)Nc1ccc(S(=O)(=O)Oc2ccc3c(c2)C(C)=CC(C)(C)N3)cc1,16,9,-6,7,1.7,9,2,1,3
CCn1ccnc1CN(C)C(=O)c1cc(COc2ccccc2SC)on1,6,9,-3,-1,0.1,12,7,-4,-1
